Source: PubChem
RGS4 pot – RGS4 potentiators or activators, primary screen, cell-based, HEK293 M3R inducible RGS4, calcium flux; carbachol calcium flux Fluo4; hits give low values; 310,000 compounds, 0.92% hits; B-score at 10 µM;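 active means B-score of the integrated calcium signal more than 4 SD below the library mean, with starting fluorescence not abnormally high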;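 further: negative B-score means reduced calcium response which marks RGS4 activation or potentiation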
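Material: Inducible-RGS4 HEK293 cells carrying M3 receptor; also added: carbachol at ECmax as muscarinic agonist stimulus; incubation: compound preincubation 20 min at room temperature before agonist; signal: Fluo4-AM (2 µM) calcium-flux fluorescence, kinetic read; measure: integrated calcium ratio converted to B score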
ANO1 block – TMEM16A chloride channel inhibitors, primary screen, cell-based, HTS; Anoctamin-1 (Mus musculus), Q8BHY3; HEK293 TMEM16A/YFP iodide influx fluorescence, ionomycin; normalized B-score (activity score, 25-100; higher = stronger inhibition) at 10 µM; 310,000 compounds, 1.2% hits;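 active means ratio plate-corrected score three or more library SD toward inhibition, starting fluorescence score within five deviations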;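 further: score derived from kinetic fluorescence span divided by baseline fluorescence per well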
KCNQ1 act – potentiators or activators of KCNQ1 channel, primary screen, cell-based, thallium flux, high-throughput | B-score at 10 µM | 310,000 compounds, 0.35% hits | CHO-K1 KCNQ1, thallium flux FluxOR fluorescence; hits give high values | Potassium voltage-gated channel subfamily KQT member 1 (Homo sapiens), P51787;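 active means fluorescence ratio B-score, a plate-corrected score, at least three library SD, with initial intensity B-score within 5 SD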
Target sequence (P51787 whole entry, looked up): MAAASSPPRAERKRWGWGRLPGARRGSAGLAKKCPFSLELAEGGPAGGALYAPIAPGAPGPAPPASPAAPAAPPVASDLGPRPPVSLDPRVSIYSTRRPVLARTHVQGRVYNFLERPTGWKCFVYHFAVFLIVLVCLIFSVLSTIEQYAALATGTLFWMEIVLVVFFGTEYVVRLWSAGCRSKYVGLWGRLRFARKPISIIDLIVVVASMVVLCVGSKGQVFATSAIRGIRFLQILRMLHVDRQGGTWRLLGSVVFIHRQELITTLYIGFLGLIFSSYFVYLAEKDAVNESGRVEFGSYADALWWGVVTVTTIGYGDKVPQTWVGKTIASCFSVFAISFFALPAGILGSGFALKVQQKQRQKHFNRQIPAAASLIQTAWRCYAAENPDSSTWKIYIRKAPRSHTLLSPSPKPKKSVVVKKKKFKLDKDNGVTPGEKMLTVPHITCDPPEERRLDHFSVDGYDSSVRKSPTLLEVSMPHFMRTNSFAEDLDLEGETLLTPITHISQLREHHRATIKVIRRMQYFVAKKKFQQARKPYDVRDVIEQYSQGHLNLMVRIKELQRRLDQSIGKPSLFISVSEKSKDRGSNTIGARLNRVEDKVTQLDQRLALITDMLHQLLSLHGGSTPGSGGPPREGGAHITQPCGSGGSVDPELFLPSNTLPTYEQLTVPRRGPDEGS
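Assay system: stable KCNQ1 CHO-K1 line; medium: assay buffer, equal DMSO in all wells; timing: 90 min dye loading and 20 min compound exposure, both at room temperature; technique: kinetic FluxOR thallium fluorescence, 10-s 1-Hz baseline, 110-s post-stimulus read; read-out basis: B score of baseline-normalized fluorescence ratio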
RGS4 inh – RGS4 inhibitors, primary screen, cell-based, HEK293 M3R inducible RGS4, calcium flux; Regulator of G-protein signaling 4 (Homo sapiens), P49798; Fluo-4 calcium flux; hits give high values; triggered by carbachol at its EC20; B-score at 10 µM; 310,000 compounds, 0.45% hits;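 active means B-score, a plate-corrected calcium signal, over three deviations above library mean, with baseline fluorescence within five deviations of library mean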;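 further: RGS4 expression induced by doxycycline in cells with stable M3 receptor; B-score is computed from the integrated fluorescence ratio over baseline after carbachol; higher B-score means a larger calcium signal and so more RGS4 inhibition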
KCNK9 block – KCNK9 potassium channel inhibitors, primary screen, HEK293 cells, thallium flux | 310,000 compounds, 1.2% hits | FluxOR thallium flux fluorescence; hits give low values | Potassium channel subfamily K member 9 (Homo sapiens), Q9NPC2 | B-score at 10 µM | AID 488922, 2010;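 active means ratio B-score over 3 SD below the library mean, with starting fluorescence within 5 SD of its mean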;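 further: negative B-score means less thallium flux so channel inhibition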
HDAC3 inhib – HDAC3 deacetylase inhibitors, primary screen, biochemical, fluorescence, cell-free homogeneous | AID 2718, 2010 | recombinant HDAC3, fluorogenic peptide/trypsin coupled | inhibition, % at 8.3 µM | 320,000 compounds, 0.15% hits | Histone deacetylase 3 (Homo sapiens), O15379; in the data active means inhibition above about 26%, passing the limit was not always enough; inconclusive means no clear call, values can overlap the other calls
TMEM16A act – TMEM16A chloride channel activators or potentiators, primary screen, cell-based, HTS; 340,000 compounds, 0.3% hits; HEK293 TMEM16A/YFP-H148Q/I152L, iodide quench fluorescence; hits give low values; Anoctamin-1 (Mus musculus), Q8BHY3; B-score at 10 µM;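 active means fluorescence-ratio B-score plate-corrected deviation score at least 3 library SD below zero, with starting fluorescence score within 5 deviations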;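 further: channel opened by trigger with iodide after compound preincubation; score built on the fluorescence ratio of max minus min over baseline; more negative score means more quench and so TMEM16A activation or potentiation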
KCNK3 inh – human KCNK3 channel inhibitors, primary screen, CHO cells, FluxOR thallium flux, B-score; FluxOR fluorescence; hits give low values; B-score at 10 µM; 340,000 compounds, 0.84% hits; Potassium channel subfamily K member 3 (Homo sapiens), O14649;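 active means B-score under library mean minus 4 SD, starting fluorescence ratio at most library mean plus 5 SD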;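 further: more negative B-score means stronger inhibition of thallium flux through KCNK3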
Target sequence (O14649 whole entry, looked up): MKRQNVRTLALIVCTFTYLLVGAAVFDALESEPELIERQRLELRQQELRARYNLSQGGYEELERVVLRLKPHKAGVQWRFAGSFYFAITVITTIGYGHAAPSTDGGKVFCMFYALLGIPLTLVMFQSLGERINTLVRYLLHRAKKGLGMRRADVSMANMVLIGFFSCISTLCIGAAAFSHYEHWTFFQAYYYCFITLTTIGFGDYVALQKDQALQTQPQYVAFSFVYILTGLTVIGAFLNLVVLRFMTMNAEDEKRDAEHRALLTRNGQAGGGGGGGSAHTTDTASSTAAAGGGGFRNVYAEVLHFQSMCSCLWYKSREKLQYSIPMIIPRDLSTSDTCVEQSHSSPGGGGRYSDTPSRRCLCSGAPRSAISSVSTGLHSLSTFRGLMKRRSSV
KCNQ1 block – inhibitors of human KCNQ1 channel, primary screen, cell-based, thallium flux, high-throughput. CHO-K1 KCNQ1, FluxOR thallium flux fluorescence; hits give high values. B-score at 10 µM. Potassium voltage-gated channel subfamily KQT member 1 (Homo sapiens), P51787. 310,000 compounds, 1.3% hits. AID 2642, 2010;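 active means compounds whose thallium flux B-score, printed positive for inhibition, exceeds three library SD while starting fluorescence stays within three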;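 further: channel opened by potassium depolarization with thallium stimulus after 20 min compound exposure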
hERG protect – hERG rescue from dofetilide block, primary screen, cell-based, CHO-hERG, FluxOR thallium flux, dofetilide IC70. activation (rescue from dofetilide block), less the hit threshold, % at 10 µM. dofetilide IC70 present. 310,000 compounds, 0.51% hits;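 active means activation above the mean of controls blocked by dofetilide plus 5 SD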;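 further: thallium influx through hERG after potassium depolarization seen as dye fluorescence rise; in these data hits start at about 4.7%; inactives centre near -7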
SKKanGAS inh – S. pyogenes SKKanGAS growth inhibitors in kanamycin, primary screen, streptokinase expression inhibitor project, SKKanGAS strain, BacTiter-Glo luminescence. 6 h. inhibition, % at 7.5 µM. 300,000 compounds, 1.3% hits. AID 1662, 2009;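 active means mean replicate score, as percent of positive control median, at least 50; inconclusive means mean below 50 but one replicate at or above 50; inactive means mean and every replicate below 50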;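 further: strain carries kanamycin resistance gene driven by streptokinase promoter and grows in 40 µg/ml kanamycin; loss of luminescence reflects streptokinase promoter inhibition or plain growth inhibition; 0% = median of DMSO wells and 100% = positive control at its reference dose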
* hit, by the source's call; i = inactive; u = inconclusive; x = not tested or not shown. Compounds as they come; about 6.3% have a hit in one of these screens.

SMILES	RGS4 pot	ANO1 block	KCNQ1 act	RGS4 inh	KCNK9 block	HDAC3 inhib	TMEM16A act	KCNK3 inh	KCNQ1 block	hERG protect	SKKanGAS inh
O=c1[nH]c(CSc2nnc(COc3ccccc3)n2-c2ccccc2)nc2ccccc12	i	i	i	i	i	2	i	i	i	-5	4
O=C(CN1CCCC1)OCCCC1CCCCC1	i	i	i	i	i	7	i	i	i	-3	-1
Cc1nn(C(C)C(=O)O)c(=O)c2ccccc12 (stereo not given)	i	i	i	i	i	-6	i	i	i	-11	2
Cc1nnc2c(N3CCN(C(=O)c4ccco4)CC3)nc3ccccc3n12	i	i	i	i	i	-5	i	i	i	-14	-5
Cc1ccc2c(c1)COc1c3ccc(C(=O)N4CCCCC4)cc3nn1-2	i	i	i	i	i	-2	i	i	i	-11	2
Brc1nnc2n1-c1ccccc1Sc1ccccc1-2	i	i	i	i	i	-1	i	i	i	-8	2
O=C(CN1CCC(NC(=O)c2ccco2)CC1)Nc1cccc2ccccc12	i	i	i	i	i	2	i	i	i	-2	-2
O=C(CSCc1ccco1)Nc1cc(C(F)(F)F)ccc1N1CCOCC1	i	i	i	i	-6.7*	u	i	i	i	-6	4
COc1ccc(-c2nc(N)ncc2-c2ccc(OC)c(OC)c2)c(O)c1	i	i	i	i	i	12	i	i	i	-6	0
Cc1cccc(-n2c(Cc3cc(=O)[nH]c(=O)[nH]3)nnc2SC(C)C)c1	i	i	i	i	i	-3	i	i	i	0	-8
CCOc1ccc(C(Nc2cccnc2)c2cc(Cl)c3cccnc3c2O)cc1 (stereo not given)	-8.3*	i	i	i	i	0	i	i	8*	-11	x
COc1cccc(C(=O)/C=C2\Sc3ccccc3N2C)c1	i	i	i	i	i	4	i	i	i	-4	0
CC(C)(C)C(=O)Nc1ccc(C(=O)N/N=C/c2ccccc2OC(=O)c2ccc(Cl)cc2Cl)cc1	i	i	i	i	i	-4	i	i	i	-7	16
Cc1ccnc(SCC(=O)c2cccs2)n1	i	i	i	i	i	2	i	i	i	-5	0
Cc1cc2oc(=O)cc(COC(=O)Cn3cnnn3)c2cc1C(C)C	i	i	i	i	i	2	i	i	i	-13	-6
Cc1cccc(COc2ccc(/C=N/NC(=O)c3nnn(-c4nonc4N)c3C)cc2)c1	i	i	i	i	i	-3	i	i	i	-9	-3
CC(C)CN1CCC(=O)N([C@H](CSc2ccc(Br)cc2)c2ccccc2)CC1	i	i	i	i	i	1	i	i	i	-20	7
Cc1ccc(CNC(=O)C2CCCN(S(=O)(=O)c3ccc(-n4cnnn4)cc3)C2)cc1 (stereo not given)	i	i	i	i	i	-5	i	i	i	-1	5
CCS(=O)(=O)N1CCN(C2CCC(c3ccccc3)CC2)CC1 (stereo not given)	i	i	i	i	i	6	i	i	i	-8	1
COc1cc(C)c(-c2cc(C(=O)O)c(C)o2)cc1C(C)C	i	i	i	i	i	-1	i	i	i	-4	-16
Cc1ccc(C(=O)CSc2nc3ccc(C(=O)NCCN4CCCCC4)cc3c(=O)[nH]2)cc1	i	i	i	i	i	3	i	i	i	-8	4
CCCCCCNC(=O)c1cc(-c2ccco2)nc2ccccc12	i	i	i	i	i	0	i	i	i	-21	7
CCOc1ccc(CN2CCNC(=O)C2CC(=O)NCc2ccccn2)cc1 (stereo not given)	i	i	i	i	i	-2	i	i	i	-10	-24
Cc1ccc(Sc2ncccc2C(=O)NCc2cc([N+](=O)[O-])ccc2O)c(C)c1	i	i	i	i	i	-1	i	i	i	-9	4
COc1ccc(N(CC(=O)N2CCN(c3cccc(Cl)c3)CC2)S(=O)(=O)c2c(C)noc2C)cc1	i	i	i	i	i	-8	i	i	i	-9	10
O=C(CN1CCCCC1)N1CCCc2ccccc21	i	i	i	i	i	-5	i	i	i	-6	3
Nc1[nH]c(=O)nc(Nc2ccccc2)c1N=O	i	i	i	i	i	0	i	i	i	-5	1
COC(=O)c1ccccc1NC(=O)c1c(O)c2c([nH]c1=O)CCCC2	i	i	i	i	i	2	i	i	i	-2	2
CN(c1ccccc1)S(=O)(=O)c1ccc(C(=O)NCCc2ccc(F)cc2)cc1	i	i	i	i	i	2	i	i	i	-6	2
O=C(Nc1nnc(-c2ccncc2)o1)c1ccccc1F	i	i	i	i	i	10	i	i	i	-10	-1
O=C(CN1C(=O)CSc2ccc(S(=O)(=O)N3CCCCC3)cc21)NCc1ccccc1	i	i	i	i	i	-1	i	i	i	-11	-14
O=C(Nc1ccccc1C(=O)O)c1cccc(NS(=O)(=O)c2ccc(Br)cc2)c1	i	i	i	i	i	-1	i	i	i	-18	42
CCOC(=O)Cn1c(-c2cccnc2Cl)nc2cc(Cl)c(Cl)cc21	i	i	i	i	i	-9	i	i	i	-6	5
CCOc1ccc(NC(=O)[C@H](Cc2ccccc2)NC(=O)C2CCNCC2)cc1	i	i	i	i	i	-3	i	i	i	-8	-2
Cc1cccc(C)c1NC(=S)Nc1ccc(F)cc1	i	i	i	i	i	-8	i	i	i	-8	-4
CC(=O)N1N=C(c2ccccc2)CC1c1ccccc1[N+](=O)[O-] (stereo not given)	i	i	i	i	i	7	i	i	i	-6	-7
O=C(CCN1C(=O)/C(=C\c2ccccc2)SC1=S)NNC(=O)c1ccncc1	i	i	i	i	i	-5	i	i	i	1	0
Cn1c(=O)c(Sc2ccccc2)c(O)c2ccccc21	i	i	i	i	i	0	i	i	i	1	-7
CCOC(=O)c1csc(Nc2nc3ccc(F)cc3s2)n1	i	100*	i	i	i	1	i	i	i	-10	53*
CN1C(=O)OC2(C)CCc3ccccc3C12C (stereo not given)	i	i	i	i	i	4	i	i	i	-8	0
COCCNC(=O)c1ccc(CS(=O)(=O)c2ccc(OC)cc2)o1	i	i	i	i	i	-1	i	i	i	-6	0
Cc1ccccc1OCC(=O)N(Cc1nc(-c2ccccc2)no1)C(C)C	i	i	i	i	i	-6	i	i	i	-6	1
O=C(NC1=NCCS1)c1ccc(N2CCCC2=O)cc1	i	i	i	i	i	5	i	i	i	-4	-3
O=C1NCN(c2ccccc2)C12CCN(c1nnnn1-c1ccccc1)CC2	i	i	i	i	i	6	i	i	i	-4	-1
CCC(CC)NC(=O)COC(=O)CCC(=O)c1ccc(Cl)cc1	i	i	i	i	i	2	i	i	i	-5	-2
O=C(CCl)Nc1ccccc1Sc1ccccc1	i	i	i	i	i	9	i	i	i	-12	16
O=C(CSc1nc2c(cnn2-c2ccccc2)c(=O)[nH]1)N1CCCCC1	i	i	i	i	i	-6	i	i	i	-13	3
CCOC(=O)N1CCN(C(=O)CN(c2ccc(Oc3ccccc3)cc2)S(C)(=O)=O)CC1	i	i	i	i	i	-4	i	i	i	-12	-1
O=C(CNC(=O)/C(=C\c1ccc(F)cc1)NC(=O)c1ccccc1)OCc1ccccc1	i	i	i	i	i	2	i	i	i	-10	-18
COc1ccc(CCNC(=O)CSc2nnc(CNc3ccc(Cl)cc3)o2)cc1OC	i	i	i	i	i	4	i	i	i	-14	-2
Additional compounds follow.
SMILES	RGS4 pot	ANO1 block	KCNQ1 act	RGS4 inh	KCNK9 block	HDAC3 inhib	TMEM16A act	KCNK3 inh	KCNQ1 block	hERG protect	SKKanGAS inh
Cc1ccccc1OCC(=O)Nc1ccccc1C(=O)NC1CC1	i	i	i	i	i	1	i	i	10*	-22	-15
NC(=O)c1nnn(-c2ccccc2)c1N	i	i	i	i	i	-7	i	i	i	-7	9
CC1(C)Oc2ccc(NC(=O)C3COc4ccccc4O3)cc2O1 (stereo not given)	i	i	i	i	i	-2	i	i	i	-9	-2
O=C(C1CCCO1)N1CCN(C(c2ccccc2)c2ccccc2)CC1 (stereo not given)	i	i	i	i	i	-10	i	i	i	-8	3
CN(C(=O)CSc1nnc(C(F)(F)F)n1N)C1CCS(=O)(=O)C1 (stereo not given)	i	i	i	i	i	0	i	i	i	-15	4
N#Cc1c(Nc2cccc(F)c2)sc2c(O)cc(=O)[nH]c12	i	i	i	i	i	3	i	i	i	-8	113*
CCOC(=O)C1(CCOc2ccccc2)CCN(Cc2cccc(F)c2)CC1	i	i	i	i	i	4	i	i	i	-16	3
Cc1ccc(-c2nnn(CC(=O)Nc3nnc(C(C)C)s3)n2)cc1	i	i	i	i	i	-2	i	i	i	-9	12
COc1cccc(NC(=S)NCc2ccccc2)c1	i	i	i	i	i	1	i	i	i	-9	-7
COc1ccc(OCC(O)CNC(=O)Nc2ccc(C(C)(C)C)cc2)cc1 (stereo not given)	i	i	i	i	i	2	i	i	i	-2	-5
Cc1cnc(C(=O)Nc2nnc(C3CC3)s2)cn1	i	i	i	i	i	-2	i	i	i	-14	-1
O=C(N/N=C/c1ccco1)c1ccncc1	i	i	i	i	i	5	i	i	i	-9	7
Cn1nc(-c2ccccc2)c(-c2nc(-c3cccc(C(F)(F)F)c3)no2)c1Cl	i	i	i	i	i	-14	i	i	i	-2	2
COc1ccc(-c2nnc3c4ccccc4c(C)nn23)cc1	i	i	i	i	i	-2	i	i	i	-13	18
CCc1ccc(NC(=O)C(C)n2nc(C)c([N+](=O)[O-])c2C)cc1 (stereo not given)	i	i	i	i	i	0	i	i	i	-18	0
Cc1cc(-c2ccc(C)c(S(=O)(=O)NCCc3ccc(S(N)(=O)=O)cc3)c2)on1	i	i	i	i	i	0	i	i	i	-6	1
N=c1sccn1CC(=O)Nc1cccc(Oc2ccccc2)c1	i	i	i	i	i	u	i	i	i	-7	2
COc1ccc(/C=C/c2nc(N)nc(-c3ccccc3O)n2)cc1OC	i	i	i	i	i	6	i	i	i	-12	44
Cc1ccc2nc(-c3sc4nc(C)cc(C)c4c3N)[nH]c2c1	i	i	i	i	i	-17	i	i	i	-5	1
